Assay outcomes: PubChem, Broad Institute
dFosB activator – mouse delta FosB homodimer activation | AID 493131 | purified delta FosB, TAMRA-CDK5 oligo fluorescence polarization; percent of positive-control signal above neutral wells | 340,000 compounds, 0.99% hits | P13346 | activation, % at 25 µM;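 active = mean activation above about 17%, with every replicate also reaching it, limit read from the data, passing the limit was not always enough; inconclusive = only one of the two conditions met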;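 also: fluorescence polarization rise as delta FosB binds a TAMRA Cdk5 AP-1 oligo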
Target sequence (P13346 whole entry, looked up): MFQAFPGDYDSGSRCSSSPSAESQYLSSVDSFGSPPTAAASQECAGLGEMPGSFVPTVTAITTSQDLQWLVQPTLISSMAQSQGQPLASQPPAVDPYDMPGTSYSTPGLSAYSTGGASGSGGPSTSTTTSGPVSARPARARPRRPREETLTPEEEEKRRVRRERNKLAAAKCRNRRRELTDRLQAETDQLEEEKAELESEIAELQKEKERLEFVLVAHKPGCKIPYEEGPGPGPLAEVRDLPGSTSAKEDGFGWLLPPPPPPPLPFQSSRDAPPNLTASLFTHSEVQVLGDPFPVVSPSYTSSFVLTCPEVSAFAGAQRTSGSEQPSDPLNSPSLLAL
Rtt109 HAT inh – blocks Candida albicans Rtt109/Vps75 acetyltransferase activity | Q5AAJ8 | purified Rtt109/Vps75, ThioGlo CoA-SH fluorescence, 4 h | inhibition, % at 34.9 µM | 330,000 compounds, 0.16% hits;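 active = inhibition of at least 50% in every replicate; inconclusive = best replicate reaches 50% inhibition but some replicates fall short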
Target sequence (Q5AAJ8 whole entry, looked up): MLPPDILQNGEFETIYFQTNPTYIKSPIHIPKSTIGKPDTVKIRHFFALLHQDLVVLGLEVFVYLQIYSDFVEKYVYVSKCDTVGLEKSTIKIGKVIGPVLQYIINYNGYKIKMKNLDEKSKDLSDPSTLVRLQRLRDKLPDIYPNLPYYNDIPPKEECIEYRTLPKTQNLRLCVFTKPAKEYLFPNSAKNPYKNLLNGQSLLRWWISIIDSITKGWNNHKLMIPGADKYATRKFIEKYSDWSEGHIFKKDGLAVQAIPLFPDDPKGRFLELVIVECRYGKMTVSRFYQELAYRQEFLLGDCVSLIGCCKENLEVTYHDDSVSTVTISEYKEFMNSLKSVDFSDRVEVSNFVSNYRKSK
MITF act – increases MITF-driven TRPM1 promoter luciferase signal. activation, % at 12.5 µM. 300,000 compounds, 0.75% hits. AID 588334. SK-MEL-5 TRPM1-promoter luciferase, 24 h; % of positive control, neutral wells = 0;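 active = mean activation of at least 80% with every replicate also reaching 80%; inconclusive = mean reaches 80% but some replicate falls short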;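 also: 0% = neutral control wells and 100% = parthenolide positive control wells; values of inactives mirror those of a sister screen read the other way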
SR-BI DiI inh – blocks mouse SR-BI lipid uptake from DiI-HDL | AID 488896 | ldlA[mSR-BI] CHO cells, DiI-HDL uptake fluorescence, 3 h | 320,000 compounds, 0.96% hits | inhibition, % at 12.5 µM;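 active = mean replicate inhibition of at least 70% and a set share of replicates each scoring 70 or more; inconclusive = meets just one of the two criteria; inactive = fails both criteria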;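 also: 0% = median of neutral control wells and 100% = median of positive control wells; values of inactives mirror those of a sister screen read the other way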
PfHsp90 set2 – inhibits growth of yeast expressing Plasmodium falciparum Hsp90 | 310,000 compounds, 0.32% hits | inhibition, % at 9.4 µM | S. cerevisiae expressing PfHsp90, BacTiter-Glo ATP, 48 h; yeast lacking PDR1 and PDR3 efflux regulators;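 active = every replicate shows inhibition above about 80%, whatever the replicate mean, limit read from the data; inconclusive = mean inhibition reaches the set limit but some replicate falls short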;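 also: 0% = DMSO neutral controls and 100% = 20 µM radicicol positive controls; yeast relying on Plasmodium falciparum Hsp90 in place of its own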
NSD2 inh – inhibitors of human histone methyltransferase NSD2. NSD2 peptide methylation, AlphaScreen, 120 min. inhibition, % at 12.5 µM. 310,000 compounds, 0.54% hits. AID 743445; in the data active = inhibition above about 50%
PvdQ acylase – P. aeruginosa PvdQ acylase inhibition; AID 488965; inhibition, % at 10 µM; 340,000 compounds, 0.063% hits; purified PvdQ acylase, fluorescence plate reader; in the data active = inhibition above about 30%, passing the limit was not always enough; inconclusive = no clear call, values can overlap the other calls;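 also: 0% = vehicle neutral wells and 100% = reference inhibitor wells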
CAL PDZ FP-1 – blocks peptide binding to human CAL PDZ domain | inhibition, % at 20 µM | 330,000 compounds, 0.02% hits | purified CAL PDZ, TMR-peptide fluorescence polarization, 1 h | AID 504414;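 active = highest replicate inhibition of at least 40%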;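 also: plate controls were DMSO neutral control wells for no effect and unlabeled competitor peptide control wells for full effect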
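Material: tagged CAL PDZ protein CerCALP, purified; buffer or medium: sodium phosphate/NaCl buffer pH 7.4 with TCEP, IgG, Thesit; also added: fluorescent TMR peptide probe; schedule: 1 h incubation at room temperature before polarization reading; technique: fluorescence polarization from S- and P-plane intensities, G-factor corrected; control set: unlabelled peptide and DMSO controls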
CAL PDZ FP-2 – CAL PDZ (human) peptide binding inhibition; purified CAL PDZ, TMR-peptide fluorescence polarization, 1 h; inhibition, % at 24.9 µM; 300,000 compounds, 0.92% hits; AID 602252;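 active = mean inhibition of at least 30% with at least half of replicates also reaching 30%; inconclusive = no clear call, values can overlap the other calls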;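 also: 0% = DMSO neutral control and 100% = excess unlabeled competitor peptide PRC23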
SR-BI uptake up – activators of SR-BI mediated HDL lipid uptake; CHO ldlA[mSR-BI] cells, DiI-HDL uptake fluorescence, 3 h; 100 = double the neutral-control signal; activation, % at 12.5 µM; 320,000 compounds, 0.096% hits; AID 504775;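 active = mean replicate activation of at least 60% and every replicate at or above 60%; inconclusive = mean or all-replicate condition met, but not both; inactive = mean below 60% and not all replicates reaching 60%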;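 also: 0% = median plate neutral-control signal and 100% = twice that signal; values of inactives mirror those of a sister screen read the other way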
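Test system: SR-BI-overexpressing, LDLR-lacking CHO cells; Also added: labelled HDL, 10 µg/mL; Measured by: bottom-read cell fluorescence after medium removal, ex 550/em 595 nm; Timing: 3 h uptake period with compound, 37 °C; Buffer or medium: F12, 0.5% BSA, 25 mM HEPES; Doses: single compound concentration, delivered by pin transfer.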
* = called active by the depositor; ? = inconclusive; . = no result given; & = joins results of further samples. Hits appear at their usual frequency; 4.3% or so of the library scored in one or more.

mol,dFosB activator,Rtt109 HAT inh,MITF act,SR-BI DiI inh,PfHsp90 set2,NSD2 inh,PvdQ acylase,CAL PDZ FP-1,CAL PDZ FP-2,SR-BI uptake up
CS(=O)(=O)N1CCc2cc(C(=O)N3CCN(c4ccc(F)cc4)CC3)ccc21,-5,14,1,-24,11,2,7,-2.1,-6,24
COc1ccc(/C=N/N=C2\CC3CCC2(C)C3(C)C)cc1O (stereo unspecified),-12,-4,-10,1,1,3,-8,-2.4,7,-1
COc1ccc(NS(=O)(=O)c2ccc(NS(=O)(=O)c3ccc(C)cc3)cc2)nn1,4,2,-4,-12,-40,-1,-4,-1.5,-3,12
COCc1ccc(C(=O)NC2CCCc3c2cnn3-c2ccc(C)c(C)c2)o1 (stereo unspecified),-4,0,-24,24,9,-1,-6,-1.7,5,-24
CC1(C)CC(=O)C(c2ccccc2)(c2ccccc2)C(=O)C1,-1,-11,5,-70,1,-2,-5,-0.8,1,?
O=C(NC(=S)Nc1ccccn1)c1ccc([N+](=O)[O-])cc1,-6,-4,78,16,-10,-2,-8,-0.7,1,-16
CC(=O)Nc1cccc(NC=C(C#N)C#N)c1,-4,-7,-1,-12,5,-2,-10,-5.6,-2,12
CC(C)(C)CNC(=O)c1ccc2c(c1)S(=O)(=O)c1cc(Cl)ccc1C2=O,3,-11,-6,0,-10,.,-5,-0.6,1,0
COc1ccc(N2CCN(Cc3cc(=O)oc4cc(-c5ccccc5)c(O)cc34)CC2)cc1,10,4,-49,42,10,-1,-18,11,-7,-42
CC(C)c1cc(C(=O)N/N=C/C(Br)=C/c2ccccc2)n[nH]1,-3,20,-11,29,15,-2,13,-2.0,-3,-29
CCOc1ccc(S(=O)(=O)N(CC)CC(=O)NCc2ccncc2)cc1C,-5,-7,.,.,5,-2,-11,-2.7,-11,.
C=C(C)CN(CC)C(=O)CSc1ccc(S(=O)(=O)N2CCN(C)CC2)cn1,-3,-9,-4,-17,14,0,-15,-1.8,-4,17
O=C(CCN1C(=O)C2CC=CCC2C1=O)Nc1ccc(S(=O)(=O)N2CCCCC2)cc1 (stereo unspecified),-10,-9,-1,14,-12,-2,-12,-3.4,-3,-14
O=C(N/N=C/c1cc(Cl)cc([N+](=O)[O-])c1O)c1cccc(S(=O)(=O)N2CCOCC2)c1,-5,-6,-4,125*,-12,.,-2,-0.5,-2,-125
CC(=O)SCCC(=O)N1C(C)CCCC1C(=O)O (stereo unspecified),0,9,7,5,-4,-3,2,1.3,3,-5

Brought forward from above: 7 compounds, followed by the next part.
mol,dFosB activator,Rtt109 HAT inh,MITF act,SR-BI DiI inh,PfHsp90 set2,NSD2 inh,PvdQ acylase,CAL PDZ FP-1,CAL PDZ FP-2,SR-BI uptake up
COc1ccc(N2CCN(Cc3cc(=O)oc4cc(-c5ccccc5)c(O)cc34)CC2)cc1,10,4,-49,42,10,-1,-18,11,-7,-42
CC(C)c1cc(C(=O)N/N=C/C(Br)=C/c2ccccc2)n[nH]1,-3,20,-11,29,15,-2,13,-2.0,-3,-29
CCOc1ccc(S(=O)(=O)N(CC)CC(=O)NCc2ccncc2)cc1C,-5,-7,.,.,5,-2,-11,-2.7,-11,.
C=C(C)CN(CC)C(=O)CSc1ccc(S(=O)(=O)N2CCN(C)CC2)cn1,-3,-9,-4,-17,14,0,-15,-1.8,-4,17
O=C(CCN1C(=O)C2CC=CCC2C1=O)Nc1ccc(S(=O)(=O)N2CCCCC2)cc1 (stereo unspecified),-10,-9,-1,14,-12,-2,-12,-3.4,-3,-14
O=C(N/N=C/c1cc(Cl)cc([N+](=O)[O-])c1O)c1cccc(S(=O)(=O)N2CCOCC2)c1,-5,-6,-4,125*,-12,.,-2,-0.5,-2,-125
CC(=O)SCCC(=O)N1C(C)CCCC1C(=O)O (stereo unspecified),0,9,7,5,-4,-3,2,1.3,3,-5
O=C1C(Cl)=C(N2CCCCC2)C(=O)N1c1ccccc1Cl,-11,-7,-2,4,-15,-4,-8,-2.9,.,-4
O=C(NCc1cccnc1)c1ccc(-c2ccc(Cl)cc2)o1,-14,.,15,-10,23,0,-6,-6.6,-4,10
Cc1ccc(C(=O)O/N=C2\CCSc3ccc(C)cc32)cc1,5,-1,5,2,.,0,-12,-0.6,.,-2
Cc1ccc(-n2nnnc2SCC(=O)N2CCNC2=O)cc1C,-2,-1,4,6,-28,1,5,-1.1,-6,-6
COCC(=O)N1CCC(n2nnc3cc(F)ccc32)CC1,-2,-6,4,-13,-23,4,-6,-0.1,-5,13
O=C(c1cn(-c2ccccc2)nc1-c1cccs1)N(CCO)Cc1ccccc1,-2,-5,-3,10,-13,15,0,-1.3,-4,-10
COc1ccc(-c2cc(C(=O)Nc3ccc(Br)cc3)no2)cc1,-1,-3,6,-9,6,-2,-10,0.4,-2,9
CCCn1c(=O)c(C(=O)NCCc2ccccc2)c(O)c2ccccc21,-9,6,15,24,10,-2,-13,.,-2,-24
Cc1ccc(N/C=C(\C#N)S(=O)(=O)c2ccccc2)cc1,-5,1,4,-11,16,-1,-1,-1.1,.,11
S=C(Nc1ccc2c(c1)OCO2)NC1CCN(Cc2ccccc2)CC1,-8,-2,-17,5,-67,29,-15,-0.9,-3,-5
O=C(CN1CCN(c2ccccc2O)CC1)Nc1cccnc1Cl,-1,-10,3,12,18,-5,-5,-0.2,.,-12
COc1ccc(CCNC(=O)COC(=O)CSc2ccc(C(N)=O)cc2[N+](=O)[O-])cc1OC,-7,5,-3,18,17,1,-21,-0.5,-2,-18
Cc1cccc(NC(=O)COc2ccc(/C=C\c3[nH]c(=O)[nH]c(=O)c3[N+](=O)[O-])cc2)c1,-3,7,-6,20,-35,2,-10,-0.1,-6,-20
O=C(c1ccccc1)c1ccc(OCC(O)CN2CCCC2)cc1 (stereo unspecified),7,11,-4,3,-13,2,-4,0.0,-2,-3
COc1cccc(NC(=O)C(NCC2CCCCC2)c2ccccc2)c1 (stereo unspecified),0,-5,4,-11,5,-6,8,1.1,-2,11

Individual results from the list:
NSD2 inh with COc1cccc(NC(=O)C(NCC2CCCCC2)c2ccccc2)c1 (stereo unspecified) reads -6
NSD2 inh with Cc1ccc(C(=O)O/N=C2\CCSc3ccc(C)cc32)cc1 reads 0

(more compounds)
mol,dFosB activator,Rtt109 HAT inh,MITF act,SR-BI DiI inh,PfHsp90 set2,NSD2 inh,PvdQ acylase,CAL PDZ FP-1,CAL PDZ FP-2,SR-BI uptake up
O=C(COc1cccc(Cl)c1)Nc1ccccc1N1CCCCC1,-6,7,-13,38,.,-3,-17,-2.5,-4,-38
COc1ccc(C)cc1S(=O)(=O)N1CCN(S(=O)(=O)c2cc(C)ccc2OC)CC1,-6,5,.,-27,.,-1,-16,-1.6,2,27
O=c1c2sccc2[nH]c(=S)n1Cc1ccccc1,6,-3,-8,4,13,-3,-5,0.3,-2,-4
O=S(=O)(c1ccccc1)c1nc(-c2ccccc2F)oc1NCc1cccnc1,-2,0,-11,-2,.,1,2,-0.8,3,2
Cc1nc2nc(C)c(CCC(=O)NCCCN3CCN(c4cccc(Cl)c4)CC3)c(C)n2n1,-8&-3,4&19,-1,38&4,-36&10,-3&3,-8&-12,-0.3&-2.1,-1,-38&-4
CCS(=O)(=O)c1ccc2oc(SCC(=O)NCCc3ccc(F)cc3)nc2c1,-1,5,-9,11,.,.,8,-0.9,1,-11
O=[N+]([O-])c1ccc(/C=N/n2c(CO)nc3ccccc32)s1,5,-5,-72,-30,-4,-2,2,1.2,3,30
CCN1CCCC1CNC(=S)Nc1ccc(C(C)=O)cc1 (stereo unspecified),2,2,11,15,-11,24,-15,-3.8,-3,-15
Cc1ccc(C(=O)NC(N(C)C)C(Cl)(Cl)Cl)cc1 (stereo unspecified),3,.,-12,-39,-16,-4,19,-3.2,-2,39
O=C(O)c1ccc(S(=O)(=O)c2ccc([N+](=O)[O-])cc2[N+](=O)[O-])cc1,-7,16,-7,-35,-15,10,6,0.0,1,35
Cc1cccc(C)c1NC(=O)COC(=O)C1CC1,-3,-3,-5,-14,-8,1,-18,0.0,-4,14
Cc1c(C(=O)N2CCCCC2)sc(NC(=O)C23CC4CC(CC(C4)C2)C3)c1C#N,-8,-9,7,-10,11,-4,-13,-0.7,-3,10
